# High-throughput results from PubChem BioAssay.
# NPYLR7 agonist – agonists of mosquito NPYLR7 receptor, primary screen, cell-based, Aedes aegypti, calcium fluorescence, mosquito biting behavior | 270,000 tested, 0.15% active | HEK293T NPYLR7/Galpha15, GCaMP6s calcium fluorescence | activation, % at 10 µM | Aedes aegypti neuropeptide Y-like receptor 7 (NPYLR7) | AID 1259423, 2018; in the data active means activation above about 40%;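 further: 0% = vehicle and 100% = reference agonist at the receptor; some compounds past the cut are filed as inactive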
# hcGAS lum – Primary biochemical luminescence assay for human cyclic GMP-AMP synthase inhibitors; inhibition, % at 12.5 µM; recombinant h-cGAS, ATP depletion, Kinase-Glo luminescence; 290,000 tested, 0.081% active;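 further: 0% = vehicle reaction and 100% = reaction without DNA for no activity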
# Target sequence (Q8N884 whole entry, looked up): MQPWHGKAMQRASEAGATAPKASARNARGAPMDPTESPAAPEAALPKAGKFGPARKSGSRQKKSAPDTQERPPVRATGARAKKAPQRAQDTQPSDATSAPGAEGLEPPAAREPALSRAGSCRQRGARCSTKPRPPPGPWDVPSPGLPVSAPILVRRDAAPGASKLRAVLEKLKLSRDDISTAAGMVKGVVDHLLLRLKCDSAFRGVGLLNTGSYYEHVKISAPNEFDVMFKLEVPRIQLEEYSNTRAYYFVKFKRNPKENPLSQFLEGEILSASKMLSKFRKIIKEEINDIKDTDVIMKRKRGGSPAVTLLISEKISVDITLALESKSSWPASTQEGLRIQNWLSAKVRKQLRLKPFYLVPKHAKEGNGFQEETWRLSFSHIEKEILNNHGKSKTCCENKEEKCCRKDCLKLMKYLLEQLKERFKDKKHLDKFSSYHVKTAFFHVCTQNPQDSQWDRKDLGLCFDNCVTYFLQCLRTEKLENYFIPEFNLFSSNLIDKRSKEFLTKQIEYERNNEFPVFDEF
# mcGAS lum – cyclic GMP-AMP synthase inhibitors, mouse, primary biochemical chemiluminescence. inhibition, % at 12.5 µM. 160,000 tested, 0.15% active. recombinant cGAS, Kinase-Glo ATP depletion luminescence. Q8C6L5;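 further: 0% = negative control wells and 100% = reference inhibitor with no enzyme activity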
# * marks the source's active call; other numbers are inactive results; · = no result given; & = joins results of further samples. Unless noted, no stated cut-off is given here; in the data, active means inhibition above about 40%; inactive means the rest.
SMILES,NPYLR7 agonist,hcGAS lum,mcGAS lum
CN(CC(=O)N1CCCC1Cn1cccn1)c1ncnc2nc[nH]c12 (stereo not given),-3,-9,-15
O=C(O)c1[nH]ncc1CN1CCc2onc(-c3ccc(C(F)(F)F)cc3)c2C1,79*,2,·
CCc1nnc(N2CCOC(c3nnnn3CCOC)C2)o1 (stereo not given),·,-5,-4
CC(C)(O)c1ccc(CN(Cc2ccsc2)C2CC2)o1,3,-5,-2
O=C1COCc2cc(-c3cnc4ccccc4c3)ccc2N1CCN1CCOCC1,5,-6,·
CCCc1nc(N2CCNCC2)c2c(C)nn(-c3ccc(F)cc3)c2n1,3,-4,·
CCCC(=O)NC1CCCN(C(=O)c2ccc(SC(F)(F)F)cc2)C1 (stereo not given),0,1,-1
CSC1=C(C#N)C(C)CC(=O)N1 (stereo not given),10,-2,-2
O=S(=O)(NCc1cn2ccsc2n1)c1ccccc1,3,-6,-5
COc1cccc(CN(C)C2CCS(=O)(=O)C2)n1 (stereo not given),3,-12,·
CCN(C(=O)c1cc(-c2ccc(F)cc2)n[nH]1)C1CCS(=O)(=O)C1 (stereo not given),-5,-3,·
COC(=O)c1ccc([C@H]2CN(C(=O)c3ccccc3)C[C@@H]2O)cc1,13,-6,·
Cc1ccc(C(=O)Nc2ccc(SCC(=O)NCC3CCCO3)nn2)cc1 (stereo not given),-1,6,·
CC(=O)c1ccc(-n2c(=O)c3ccc(Cl)cc3n(CC(=O)NCc3ccc(F)cc3)c2=O)cc1,·,-7,-4
O=C(Nc1ccnn1Cc1cccs1)C1CC=CCC1 (stereo not given),3,-6,-7
COC(=O)c1cccc(CSc2nnc(-c3cc(OC)cc(OC)c3)n2-c2ccc(C)cc2)c1,3,1,-4
CCc1cc(CNC(=O)C2CCC(=O)N(CCc3ccccn3)C2)on1 (stereo not given),0&1,-12&-5,·
O=C1OC(/C=C/c2ccc([N+](=O)[O-])cc2)=NC/1=C/c1ccc(Br)cc1,-4,-4,-3
Cc1ccc(-c2nn(CC(=O)Nc3ccc(F)cc3)c(=O)c3nc(C)sc23)c(C)c1,0,3,-7
CN(C)Cc1ccccc1Sc1ccc(O)cc1,-6,-10,·
COc1cccc(NC(=O)CCC2CCN(CC3CC=CCC3)CC2)c1 (stereo not given),13,-6,·
O=C(Nc1ccc(Cl)cc1)Nc1ccccc1SCc1cc(=O)[nH]c(=O)[nH]1,4,-2,·
Cc1c(CCNS(=O)(=O)c2ccc(Cl)cc2)sc2nc(-c3ccc(Cl)cc3)nn12,0,-7,-8
Cc1ccc(-c2ccc(CCC(=O)NCc3cccc(Cl)c3)n2-c2ccc(CC#N)cc2)c(C)c1,21,2,-5
Cc1nnc(NC(=O)c2cccc(S(=O)(=O)N3CCCCCC3)c2)s1,4,-3,-6
O=C(c1ccccc1[N+](=O)[O-])N1CCN(c2ccc(Nc3ccccc3)nn2)CC1,2,-6,-8
CCOC(=O)CCC(=O)N(CCOC)CC(=O)N1CCc2sccc2C1c1ccccc1C (stereo not given),-12,-3,0
O=C(O)COc1cccc(-c2ocnc2-c2nc(-c3ccccc3)c(-c3ccccc3)o2)c1,-7,-7,·
COCCCNC(=O)c1c(C(F)(F)F)nn(C2CCCN(C(C)C)C2)c1C (stereo not given),9,-12,·
O=S(=O)(Oc1ccc(Br)cc1Cl)c1cnc[nH]1,-2,-4,·
CCN(C(=O)CCN1CCC[C@@H](O)C1)c1ccccc1,11,-3,-18
c1ccc(C2=Nc3ncnn3C(c3cccc4ccccc34)C2)cc1 (stereo not given),2,-1,·
O=C(NCCNC(=O)C1CCN(C(=O)CCc2ccccc2)CC1)c1ccccc1,1,-4,-6
COCCn1c(O)c(C=Nc2ccsc2C(=O)OC)c(=O)[nH]c1=S,-4,-4,·
COc1ccc(-n2ccnc2-c2ccccc2OCC(=O)O)cc1,21,-3,-20
O=C(CC12CC3CC(CC(C3)C1)C2)NNC(=O)c1ccncc1,-3&-8,-4&-2,-7&-5
CC(NNC(=O)c1ccccc1)c1ccccc1 (stereo not given),-18,0,·
COc1ccccc1CN(Cc1ccccc1)Cc1nc(C(=O)NCCN(C)C)co1,9,-5,2
COC(=O)CCNC(=O)CC(=O)Nc1ccc(C)cc1C,12,-4,·
N#Cc1ccc(C(=O)N(Cc2ccncc2)c2nc3c(F)cccc3s2)cc1,-6,-7,-7
CCOC(=O)Cn1ncc2c1CCN(Cc1cccc(F)c1)C2,2,-6,·
Cc1nc2c(OCC3CCCCC3)cccn2c1N(C)CC1CC1,7,-2,-3
CCc1nc(NC(=O)NCc2ccc(Cl)cc2Cl)nn1C,18,-1,-7
O=C(NCCn1ncc2ccccc2c1=O)[C@H]1Cc2ccccc2CN1,5,-2,·
Cc1ccc(Cl)c(Oc2cc(N3CCN(C(=O)c4ccccc4Br)C(C)C3)ncn2)c1 (stereo not given),-3,-2,-7
O=C(CCc1ccccc1)N1CCCC(OCC2CC2)C1 (stereo not given),3,-4,-2
Cc1ccc(-n2c(=O)cc(N3CC(C)CC(C)C3)[nH]c2=O)cc1 (stereo not given),9,-3,·
COCCNC(=O)C1(c2ccnc(Nc3cc(OC)c(OC)c(OC)c3)c2)CC1,11,-2,-8
CC1CCCC(c2ccccc2)N1Cc1nc(N)nc(N(C)C)n1 (stereo not given),17&-1,-6&-11,·
COCCN(Cc1ccsc1)Cc1ccc(C(=O)OC)o1,-4,-6,·
NC(=O)COC1CCC12CCN(C(=O)C1CCCCC1)CC2 (stereo not given),·,-6,-5
O=C(CN1CCSC1=O)Nc1ccc2c(c1)OCO2,3,-6,·
CC(=NNC(N)=S)C1=CC(C)(C)CCC1,5,6,2
COC(=O)c1c(C)oc2ccc(NS(=O)(=O)c3ccc(C)c([N+](=O)[O-])c3)cc12,-7,-6,-6
CNC(=O)c1cccc(-c2cc3c(cn2)nc(NCc2cccc(C)c2)n3C)c1,6,-1,-6
CC(C)(C)C(=O)Nc1nnc(SCC(=O)c2cccc([N+](=O)[O-])c2)s1,-1,-3,-4
Cc1nn(CN2CCC(NC(=O)NC3CCCCC3)CC2)c(=S)s1,10,-7,-16
CCN(C(=O)c1cccc(C(=O)OC)c1)C12CC3CC(CC(C3)C1)C2,5,-8,·
COc1ccccc1-c1nc(=S)c2c([nH]1)Oc1ccccc1C2,6,-6,-4
COc1cc(-c2ccc(=O)n(Cc3ccc(C)cc3)n2)cc(OC)c1OC,15,-9,·

# New compounds follow.
SMILES,NPYLR7 agonist,hcGAS lum,mcGAS lum
CN(C=[N+](C)C)c1cccc2c1C(=O)c1ccccc1C2=O,-4,-3,·
CN(OCc1ccc(Cl)c(Cl)c1)C(=O)Nc1ccccc1,4,-1,·
O=C(NCCO)c1ccc(OCc2ccc(Cl)s2)cc1,8,-10,·
Cc1nc(C)c(CN2CC(C)C(=O)Nc3ccccc32)s1 (stereo not given),-22,-3,·
C=CCNC(=O)COc1coc(CN2CCN(c3ccccc3)CC2)cc1=O,-1,5,-4
CC(C)=CC(=O)N1C[C@H](N)C[C@H]1C(=O)NC(C)C,-4,-5,·
C=C1/C(=C/C=C2/CCC[C@]3(C)[C@@H]([C@H](C)CCCC(C)C)CC[C@@H]23)C[C@@H](O)C[C@@H]1O,24,-6,-6
COCCc1noc(CN2CC[C@H](CO)[C@H](O)C2)n1,15,-4,-11
CCN(Cn1nc(-c2cccc(Cl)c2)oc1=S)C1CCS(=O)(=O)C1 (stereo not given),-4,0,-5
Cc1csc(CN(C)C(=O)NC2CCSc3ccccc32)n1 (stereo not given),6,-4,·
O=C(N[C@@H]1CCCCC1NC(=O)C1CCCN(C(=O)c2cc(C(F)(F)F)cc(C(F)(F)F)c2)C1)c1ccc(F)cc1 (stereo not given in full),2,-7,-5
Clc1ccc(CNCc2cccnc2N2CCN(c3ccccn3)CC2)cc1,4,-7,-9
O=C(NCc1ccccc1)c1nn2c(C(F)(F)F)cc(-c3ccc(Br)cc3)nc2c1Cl,-10,-6,-6
COCCCN(CC(=O)N(CCc1c[nH]c2ccccc12)Cc1ccc(C)cc1)C(=O)Nc1ccc(F)c(Cl)c1,-7,5,-2
Cc1nc(-c2ccccc2)n(CC(=O)N2CCCC(O)C2)c1C (stereo not given),6,-8,·
O=C(O)CC1c2cccnc2C(=O)N1c1c(Cl)cccc1Cl (stereo not given),4,0,0
CNc1ccc(S(=O)(=O)c2ccc(NC)cc2)cc1,6,2,1
O=c1ccc(-c2ccco2)nn1CCCNS(=O)(=O)c1ccc(C(F)(F)F)cc1,-2,-1,·
COCCNC(=O)Cn1cc(-c2nnc(C)o2)c2ccccc21,1,0,-9
CC(C#N)CSc1ccccc1NCC(=O)NC(C)(C#N)C1CC1 (stereo not given),6,-6,·
CCc1nc(CN(C)C(=O)NC2CCCOc3ccc(F)cc32)cs1 (stereo not given),-25,-6,·
CC(C)NC(=O)[C@@H](C)N1Cc2ccc(-c3ccnn3C)nc2C1=O,5,-9,-7
CC(=O)NCCNC(=O)C1(C)CCN1CCOc1ccccc1 (stereo not given),7,-6,·
CCCCC(=O)N(C)c1c(CC)nc2c(OCC(=O)N3CCOCC3)cccn12,-3,0,-3
Cc1nn(-c2ccccc2)c(N)c(-c2ccccc2)c1=O,5,-11,-6
Cc1nc2ncnn2c(N2CCN(C/C=C/c3ccccc3)CC2)c1Cc1ccccc1,·,-7,-6
CCNC(=O)NC(=O)CSc1ccc(S(=O)(=O)N2CCCCCC2)cn1,9,-5,·
CCC(C)N(Cc1cc(NC(=O)C2CC2)ccc1N(C)C)S(=O)(=O)c1ccc(F)cc1 (stereo not given),·,-5,-3
O=C(NC1CCC(n2cnnc2)CC1)C1(c2ccccc2)CC12CCCC2 (stereo not given),0,4,-12
COCC(=O)Nc1cc(C(=O)N(C)CCc2cnn(C)c2)cc2nc(-c3ccccc3)n(C)c12,25,-6,-12
Cc1ccc(-n2c(SCc3ccc(C(=O)N4CCCC4)cc3)nnc2-c2cccnc2)cc1,12,-2,-4
COc1cccc(CSc2nnc(C(C)NC(=O)c3ccc(OC)cc3OC)n2-c2cc(Cl)ccc2Cl)c1 (stereo not given),27,-3,-4
Cc1ccc(C)c(C(=O)COc2ccc(-c3nnco3)cc2)c1,8,-2,-7
Cc1cc(N2CCN(Cc3ccc4c(c3)OCO4)CC2)nc(SCc2ccc(C(=O)O)o2)n1,14,-5,-4
FC(F)Sc1nnc2sc3ccccc3n12,-2,-3,·
CN(Cc1ccccc1)Cc1c(O)ccc2c1O/C(=C\c1ccncc1)C2=O,37,-2,1
CC(C)(Oc1ccccc1)C(=O)OCCN1CCOCC1,-26,-6,·
C=CCc1cc(CN2CCN(c3ccncc3)CC2)ccc1OC,2,-4,-10
CN(Cc1ccncc1)S(=O)(=O)c1cn[nH]c1C(C)(C)C,6,4,0
CCN(CC)c1ccc2cc(C(N)=O)c(=Nc3ccccc3OC)oc2c1,3,1,0
